# Cneo AK release – causes C. neoformans cell lysis | adenylate kinase release luminescence, 4 h; normalised: neutral wells 0, clomiphene wells 100 | lysis activity, % at 15 µM | 0.2% of 360,000 active | AID 651654;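 active = mean lysis activity across replicates of at least 80%, whatever share of replicates individually reach that level; inactive = mean lysis activity below 80%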
#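 Schedule: static 4 h at 37 °C with compound, 1 h detection; system: C. neoformans cells; benchmarks: Clomiphene as positive control; buffer or medium: fresh YPD medium; measure: luminescence rise reflecting yeast cell lysis; measured by: luminescent adenylate kinase detection reagent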
# PGC1a acetyl inh – PGC1a acetylation modulation, inhibitor mode; 0.17% of 350,000 active; inhibition, % at 15.6 µM; U2OS PGC1a acetylation, AlphaScreen anti-acetyl-lysine; with virally co-expressed GCN5 acetyltransferase;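 active = every replicate shows inhibition of at least 40%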;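 note: 0% = neutral control wells and 100% = positive control wells; some results beyond the cut were filed as inactive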
# ERAP1 inh – blocks human ERAP1 aminopeptidase activity; 0.15% of 340,000 active; inhibition, % at 10.7 µM; AID 652197; recombinant ERAP1, Leu-AMC fluorescence, 60 min; Q9NZ08;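 active = mean replicate inhibition of at least 30%, or all replicates individually reaching that 30% level; inactive = mean below 30% and not every replicate reaching it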;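 note: 0% = neutral control wells and 100% = L-leucinethiol positive control wells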
# Target sequence (Q9NZ08 whole entry, looked up): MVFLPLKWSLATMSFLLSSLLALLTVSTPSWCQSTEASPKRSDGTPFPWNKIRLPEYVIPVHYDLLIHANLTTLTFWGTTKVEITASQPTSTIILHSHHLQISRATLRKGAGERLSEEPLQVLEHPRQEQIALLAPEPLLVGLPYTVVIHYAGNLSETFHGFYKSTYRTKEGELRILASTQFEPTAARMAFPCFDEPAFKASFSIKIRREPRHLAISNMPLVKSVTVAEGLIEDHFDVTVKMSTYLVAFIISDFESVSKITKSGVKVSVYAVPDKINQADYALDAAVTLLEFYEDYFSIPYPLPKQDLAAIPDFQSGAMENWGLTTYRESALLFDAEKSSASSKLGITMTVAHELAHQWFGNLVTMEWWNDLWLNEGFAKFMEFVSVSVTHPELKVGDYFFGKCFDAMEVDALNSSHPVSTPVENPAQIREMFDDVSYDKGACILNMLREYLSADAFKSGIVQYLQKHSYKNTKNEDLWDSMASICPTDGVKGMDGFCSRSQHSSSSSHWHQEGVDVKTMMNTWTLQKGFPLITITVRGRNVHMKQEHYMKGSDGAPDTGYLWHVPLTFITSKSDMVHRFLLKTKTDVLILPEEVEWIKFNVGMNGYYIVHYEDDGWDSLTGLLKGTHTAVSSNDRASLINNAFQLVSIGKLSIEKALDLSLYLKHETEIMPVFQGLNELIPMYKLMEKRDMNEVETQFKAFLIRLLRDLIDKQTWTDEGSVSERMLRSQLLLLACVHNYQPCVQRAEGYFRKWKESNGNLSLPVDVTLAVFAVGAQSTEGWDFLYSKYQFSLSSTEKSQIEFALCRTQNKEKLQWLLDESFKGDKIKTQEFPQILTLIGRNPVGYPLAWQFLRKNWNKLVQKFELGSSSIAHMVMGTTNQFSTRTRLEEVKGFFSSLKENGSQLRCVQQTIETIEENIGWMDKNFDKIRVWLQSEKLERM
# S100A4 inh HTS – S100A4-myosin IIA interaction inhibition; S100A4/TAMRA-MyoIIA peptide fluorescence polarization; inhibition, % at 10.7 µM; 0.14% of 360,000 active; AID 652163;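 active = mean inhibition of at least 70% across replicates, with every replicate also reaching that level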
# Target sequence (P26447 whole entry, looked up): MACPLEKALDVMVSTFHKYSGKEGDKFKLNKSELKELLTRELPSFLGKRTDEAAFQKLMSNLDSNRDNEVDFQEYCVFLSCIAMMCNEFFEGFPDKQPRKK
#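 System – human S100A4 monomer protein, biochemical binding assay · Buffer or medium – Calcium-containing HEPES buffer, pH 7.2 · Timing – 5 min between mix addition and reading · Also added – TAMRA-labelled myosin IIA heavy-chain peptide probe, 5 nM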
# C2C12 statin – protects C2C12 myotubes from simvastatin toxicity | AID 602340 | 0.78% of 330,000 active | rescue of ATP level, % at 7.49 µM | ATP luminescence, 48 h; scaled: DMSO 0, geranylgeraniol control 100;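 active = mean ATP rescue above about 67%, or every replicate alone reaching that limit, limit read from the data, passing the limit was not always enough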;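 note: myotubes were challenged with 10 µM simvastatin during compound exposure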
# SIRT5 block – blocks human SIRT5 desuccinylation of peptide. Q9NXA8. Purified SirT5, succinyl-peptide AMC, trypsin-coupled fluorescence. inhibition, % at 15 µM. 1.1% of 330,000 active. AID 652115; in the data active = inhibition above about 15%
# LGR2 antag – Drosophila LGR2 receptor signaling inhibition | HEK293 LGR2, CRE-luciferase, bursicon-stimulated, 4 h | 0.35% of 380,000 active | AID 720647 | inhibition, % at 9.99 µM;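 active = drop in luminescence signal, shown as inhibition above about 50% in the replicate tests, limit read from the data, passing the limit was not always enough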;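 note: agonist challenge used bursicon conditioned medium at about half maximal strength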
# Xi reactivation – activators of X-chromosome reactivation in mouse fibroblasts. XiGFP mouse fibroblasts, % GFP-positive cells imaging, 3 d; cells co-treated with 5-aza-dC sensitizer; scaled so ellipticine positive control = 100%. activation, % at 7.58 µM. 0.055% of 360,000 active;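 active = mean normalized replicate activation at least 10% and every replicate at or above 10%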;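 note: 0% = median of on-plate neutral control wells and 100% = ellipticine 6 µM median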
#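 System: 68-5-11 XiGFP fibroblast line; Timing: 3 days compound exposure; Compound dosing: one concentration, pinned; Benchmarks: positive control ellipticine, 6 µM final; Buffer or medium: DMEM containing 5-aza-dC.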
# The depositor's hits bear a star; x = no result given; & = joins results of further samples. The list is partial (hit frequency here may not be typical).
# Start of the listing, in advance:
SMILES,Cneo AK release,PGC1a acetyl inh,ERAP1 inh,S100A4 inh HTS,C2C12 statin,SIRT5 block,LGR2 antag,Xi reactivation
CC(=O)N(C)C[C@@H]1Oc2ncc(-c3cccc(F)c3)cc2C(=O)N([C@@H](C)CO)C[C@@H]1C,-1,0,-2,-11,-2,-3,3,0.4
O=C(Cc1cccnc1)N1CC2(C1)[C@H](c1ccccc1)[C@@H](CO)N2C(=O)C1CCCCC1,x,8,0,0,x,-1,1,0.1

# The whole of this part, repeating the preview:
SMILES,Cneo AK release,PGC1a acetyl inh,ERAP1 inh,S100A4 inh HTS,C2C12 statin,SIRT5 block,LGR2 antag,Xi reactivation
CC(=O)N(C)C[C@@H]1Oc2ncc(-c3cccc(F)c3)cc2C(=O)N([C@@H](C)CO)C[C@@H]1C,-1,0,-2,-11,-2,-3,3,0.4
O=C(Cc1cccnc1)N1CC2(C1)[C@H](c1ccccc1)[C@@H](CO)N2C(=O)C1CCCCC1,x,8,0,0,x,-1,1,0.1
CC(NC(=O)c1ccc([N+](=O)[O-])o1)C12CC3CC(CC(C3)C1)C2 (stereo unspecified),0,x,2,-3,37,-1,15,0.2
COC(C/C=C/[C@H](O)[C@@H](C)OCc1ccccc1)OC,2,x,-4,-3,-1,0,4,-0.2
CN(C)C(CNC(=O)Cc1ccc([N+](=O)[O-])cc1)c1ccccc1 (stereo unspecified),1,-8,3,18,0,-2,14,0.0
CCOc1ccccc1NC(=O)CN1C(=O)C(C)SC(C)C1=O (stereo unspecified),x,12,3,11,x,-1,-14,-0.1
CCOC(=O)c1n[nH]n2c1nc(=S)c1ccccc12,1,x,0,-1,-1,-1,3,0.2
CSc1nnc(CNC(=O)c2ccccc2)n1-c1ccc(F)cc1,3,3,4,-2,-9,-2,12,0.0
CCOC(=O)C1CCN(C(=O)CS(=O)Cc2nc(-c3ccc(C)cc3)oc2C)CC1 (stereo unspecified),1,x,1,3,1,1,20,0.2
COC(=O)c1sccc1NC(=O)Nc1ccc(OC)cc1,-22,6,3,1,-9,-4,-8,0.1
Cc1cccc(NC(=O)c2ccc(OCc3c(C)noc3C)cc2)c1,17,-4,2,-1,5,0,-24,0.2
C[C@@H]1CCCCO[C@H](CN(C)C(=O)Nc2ccc(F)cc2)[C@@H](C)CN([C@H](C)CO)C(=O)c2cc(NS(=O)(=O)c3ccc(Cl)cc3)ccc2O1,2,-1,-1,-1,x,7,7,0.2
C[C@H]1CN([C@@H](C)CO)C(=O)Cc2cc(NS(=O)(=O)c3cn(C)cn3)ccc2O[C@@H]1CN(C)S(=O)(=O)c1cccs1,-2,0,2,-28,-11,-1,-15,-0.4
Cc1ccc(S(=O)(=O)NCC(=O)OC2CCOC2=O)cc1 (stereo unspecified),-1,-13,x,x,8,x,4,x
CCCCn1c(=O)[nH]c(=O)c2c1nc(-c1ccc(OC)c(Br)c1)n2CC(C)C,0,x,2,-1,33,-10,4,0.0
Cc1cc2nc(-c3cc(N4CCOCC4)ccc3[N+](=O)[O-])ccn2n1,7,-1,1,0,-2,1,-3,-0.1
COC(=O)c1cc2n(n1)CCN(Cc1ccc(OC)cc1)C2=O,4,8,x,x,0,x,1,x
NC(=O)Cn1nnc(-c2ccc(CN3CCCCC3)cc2)n1,x,-1,-1,5,x,0,-3,0.0
Cc1ccc(CNC(=O)CC2Sc3ccccc3NC2=O)cc1 (stereo unspecified),x,x,1,-3,x,-5,11,0.1
COc1ccc(-c2cn3cccc(C)c3n2)cc1F,x,-1,-1,-5,x,-7,-82,0.3
Cc1cccc(OCCCC(=O)NNC(=O)c2cccc(N(C)C)c2)c1,1,-31,3,-1,5,x,-13,0.0
O=C(NCc1cccnc1)C12CC3CC(CC(C3)C1)C2,1,23,-1,-1,-4,-2,-11,0.1
Cc1ccccc1-c1ccc2c(c1)O[C@@H](CN(C)C(=O)Nc1ccc(F)cc1)[C@H](C)CN([C@H](C)CO)S2(=O)=O,11,0,0,-4,-12,15,-21,-0.8
COc1ccc(C(=O)Nc2ccc(/C(C)=N/NC(=O)c3ccncc3)cc2)cc1,0,x,4,-15,-5,4,-30,0.1
Cc1noc(C)c1NC(=O)N(C)C[C@@H]1Oc2ccc(NC(=O)C3CCCCC3)cc2C(=O)N([C@H](C)CO)C[C@@H]1C,6,-1,-1,2,-18,10,1,0.1

# An excerpt from above in order of their number in S100A4 inh HTS, falling.
Structure | PGC1a acetyl inh | ERAP1 inh | S100A4 inh HTS | SIRT5 block | LGR2 antag
CCOc1ccccc1NC(=O)CN1C(=O)C(C)SC(C)C1=O (stereo unspecified) | 12 | 3 | 11 | -1 | -14
CC(NC(=O)c1ccc([N+](=O)[O-])o1)C12CC3CC(CC(C3)C1)C2 (stereo unspecified) | x | 2 | -3 | -1 | 15
CC(=O)N(C)C[C@@H]1Oc2ncc(-c3cccc(F)c3)cc2C(=O)N([C@@H](C)CO)C[C@@H]1C | 0 | -2 | -11 | -3 | 3
COc1ccc(C(=O)Nc2ccc(/C(C)=N/NC(=O)c3ccncc3)cc2)cc1 | x | 4 | -15 | 4 | -30

# New compounds follow:
SMILES,Cneo AK release,PGC1a acetyl inh,ERAP1 inh,S100A4 inh HTS,C2C12 statin,SIRT5 block,LGR2 antag,Xi reactivation
CCc1nc2c(OCc3ccccc3)cccn2c1N(C)C(=O)Nc1ccccc1OC,14,x,10,1,16,0,-18,-0.1
Cc1nc2ccc(NS(=O)(=O)c3ccc(F)cc3)cc2s1,x,x,3,2,x,-1,4,0.1
Cc1cc(-c2ccccc2)c2c(n1)sc1c(O)cc(=O)[nH]c12,x,x,1,-11,x,-1,-3,0.3
O=C(c1ccccc1F)N1CC[C@@H]2[C@H](CO)Nc3ccc(-c4ccccc4)cc3[C@@H]21,38,-8,0,-17,-5,1,-3,0.1
O=C(c1ccc(-n2cncn2)c([N+](=O)[O-])c1)N1CCN(S(=O)(=O)c2ccc(Cl)cc2)CC1,1,-1,-10,-4,x,3,-15,0.0
CNC[C@@H]1OCCCC[C@H](C)Oc2ccc(NC(=O)Nc3ccc(C(F)(F)F)cc3)cc2C(=O)N([C@@H](C)CO)C[C@@H]1C,6,6,-5,-22,-8,3,12,-0.1
C/C(=N/NC(=O)c1cccs1)c1c(C)[nH]n(-c2nc3ccccc3s2)c1=O,-6,x,4,-2,x,4,0,-0.1
Cc1ccccc1N(CC(=O)Nc1ccccc1C(=O)NCc1ccco1)S(=O)(=O)c1ccccc1,-5,-2,x,x,x,x,26,-0.2
CCCCN1C(=O)C(O)(CC(=O)c2c(C)coc2C)c2ccccc21 (stereo unspecified),x,x,0,-2,x,-2,17,0.0
O=C(CSc1nnc(COc2ccccc2)o1)Nc1ccc(F)cc1,x,-9,-2,-6,-5,5,15,0.0
O=C1N[C@@H](c2ccccc2)COC(=O)[C@H](Cc2ccc(F)cc2)C/C=C\C[C@@H]1CC(=O)N(CCO)Cc1ccccc1,1,x,1,-4,-1,2,x,0.2
COCCCn1c(SCC(=O)Nc2ccc(NC(C)=O)cc2)nc2sc3c(c2c1=O)CCC3,0,x,2,-4,29,-5,3,0.1
O=C(O)CCSc1ccc2ccccc2n1,0&-1,4&-10,4,0,0,0,-23,x
CCOC(=O)c1sc(Nc2cccc(Cl)c2)nc1C,-1,-9,4,-9,x,1,-60,0.0
COc1ccc(CNC(=O)COc2ccc(Br)c(C)c2)cc1,1,x,-1,3,5,-1,-2,0.2
COc1ccc2c(c1OC)C(=O)N1C2SC(C)(C)[C@H]1C(=O)NC(C)C (stereo partly specified),1,-2,0,-5,5,-2,-5,0.0
CN(Cc1ccccc1)C(=O)C(=O)c1c[nH]c2ccccc12,0,x,0,-6,x,x,21,0.0
COCCCNC(=O)c1ccc2sc(C3=C[C@@H](O)[C@@H](O)[C@@H](CO)O3)nc2c1,-3,x,-1,5,-2,x,-19,0.0
Cc1ccc(C)c(N2CCN(C(=O)CCS(=O)(=O)c3ccc4c(c3)NC(=O)CO4)CC2)c1,1,16,1,2,10,0,9,0.0
OC1(c2cccs2)CN(c2ccc(Cl)cc2)C2=[N+]1CCCC2 (stereo unspecified),x,-8,-1,4,x,-4,-6,0.0
CN(C(=O)c1ccc(COc2ccccc2Br)o1)c1ccccc1,x,x,0,1,x,-8,7,0.0
CN1C(=O)c2cc(NC(=O)c3ccc4c(c3)OCO4)ccc2OC[C@H]2O[C@@H](CC(=O)O)CC[C@@H]21,50,10,-1,7,-14,-1,6,0.0
CCOC(=O)CC1(C)Sc2ccccc2N1S(=O)(=O)c1ccc(C)cc1 (stereo unspecified),x,x,2,-4,x,x,4,0.0
COc1cc(C#Cc2c(-c3cncn3C)n(C)c3ccc(-c4cc(OC)c(OC)c(OC)c4)cc23)cc(OC)c1,0,x,1,-2,-15,0,x,0.5
COc1ccc(C(=O)NC(=S)NCc2cccnc2)cc1OC,-1,-8,-1,-5,1,8,10,0.0
# (continued)
SMILES,Cneo AK release,PGC1a acetyl inh,ERAP1 inh,S100A4 inh HTS,C2C12 statin,SIRT5 block,LGR2 antag,Xi reactivation
C[C@@H]1CN([C@@H](C)CO)C(=O)c2cccc(NC(=O)C3CC3)c2O[C@H]1CN(C)S(=O)(=O)c1cccs1,3,-15,1,-3,-44,7,-21,0.0
O=C1CSc2ccc(S(=O)(=O)N3CCN(c4ccccc4F)CC3)cc2N1,15,-26,0,0,1,-3,-4,-0.1
COc1ccc(C2COC(=O)C2=N)c(NC(=O)c2ccc(Cl)cc2)c1 (stereo unspecified),1,x,2,13,x,6,4,0.0
COC(CN(C)S(=O)(=O)c1cc2c3c(c1)CCN3C(=O)CC2)OC,-2,-6,1,-5,-4,-2,-3,0.0
NC(=O)OCC(COC(N)=O)c1ccccc1,2&4,-16&-6,-3&0,-8&5,-5&6,-2&5,8&-12,0.0&0.1
COc1cccc(CN2CC(C(=O)NCCc3ccccc3C(F)(F)F)CCC2=O)c1 (stereo unspecified),1,-3,0,11,3,-4,-1,0.0
COC(=O)c1ccc(C(=O)OC)c(NC(=O)CN2CCN(c3ccccc3)CC2)c1,0,-3,2,-4,-13,-7,6,x
O=C1OCC(CO)(CO)N=C1NNc1ccc(Cl)c(Cl)c1,1,-2,2,-1,24,-2,-2,x
Cc1nn(CCCC(=O)NCc2ccccc2)c(=O)c2nn(-c3ccccc3)c(C)c12,0,-5,-4,17,-14,3,1,0.3
CCC(=O)N1[C@H](CO)[C@@H](c2ccccc2)[C@@H]1CN(CC)C(=O)NC1CCCC1,3,18,0,1,-21,13,11,0.0
CCOC(=O)CNC(=O)CSc1ccc2nnc(-c3cccnc3)n2n1,x,5,9,12,x,-1,8,0.0
O=C(c1cccnc1)N1CCC(c2nc3ccccc3[nH]2)CC1,x,x,1,-2,x,-3,0,x
CC(=O)Oc1ccc(C(=O)Nc2cccc(C(=O)NC(C)(C)C)c2)cc1,x,0,1,-3,x,-1,12,0.0
COC(=O)C[C@H]1c2ccccc2S(=O)(=O)N1Cc1ccc(OC)cc1,-1,x,4,-5,5,-5,-10,-0.1
CC(Cc1ccccc1)C(=O)N(C)Cc1cccnc1 (stereo unspecified),-1,2,-5,-5,-7,0,7,0.0
COc1ccc(N2CC(NC(=O)Nc3ccccc3)CC2=O)cc1 (stereo unspecified),x,-2,0,-4,12,-2,11,-0.1
O=C1OC(c2ccccc2)=NC12CC2c1ccc(Cl)cc1 (stereo unspecified),-12,7,-4,-4,x,0,-19,1.1
CN(C)CCCN(Cc1cc2cc3c(cc2[nH]c1=O)OCO3)C(=S)NCc1ccco1,0,-8,-2,-7,1,-3,-6,0.0
C[C@@H]1CCCCO[C@H](CN(C)S(=O)(=O)c2ccccc2)[C@@H](C)CN([C@@H](C)CO)C(=O)c2cc(NC(=O)CCCN(C)C)ccc2O1,56,-7,-3,-4,x,1,-2,0.0

# High-throughput results deposited in PubChem by Broad Institute.
